Screens: PubChem, Emory University Molecular Libraries Screening Center
EP2 modulator = EP2 receptor modulators, cAMP readout, primary screen, cell-based, HTRF cAMP, PGE2 stimulation; EP2-expressing cells, cAMP HTRF FRET, PGE2 co-stimulation; induction, % at 25 µM; hit rate 0.83% among 260,000; AID 940, 2007;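 active = compounds whose cAMP rise, as percent of the full-agonist control response, exceeds 60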;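 also: rat C6 glioma line stably carrying human EP2 under a CMV promoter; the protocol text gives 20 µM as final concentration; 100% = response of wells given 1 µM PGE2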
Target sequence (P43116 whole entry, looked up): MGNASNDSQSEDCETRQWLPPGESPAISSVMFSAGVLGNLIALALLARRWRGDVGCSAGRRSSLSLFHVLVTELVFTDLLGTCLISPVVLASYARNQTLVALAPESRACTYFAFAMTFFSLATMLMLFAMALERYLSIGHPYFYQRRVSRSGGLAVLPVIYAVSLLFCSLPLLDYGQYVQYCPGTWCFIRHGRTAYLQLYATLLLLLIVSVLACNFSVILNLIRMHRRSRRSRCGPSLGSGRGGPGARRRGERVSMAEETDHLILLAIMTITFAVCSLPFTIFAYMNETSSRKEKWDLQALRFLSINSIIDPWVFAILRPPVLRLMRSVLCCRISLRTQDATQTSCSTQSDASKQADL
PGE2 EP2 inh = human EP2 receptor antagonists, primary screen, TR-FRET cAMP, C6 glioma cells. Prostaglandin E2 receptor EP2 subtype (Homo sapiens), P43116. C6 glioma cells expressing human EP2; cells stimulated with saturating PGE2. inhibition, % at 25 µM. hit rate 0.52% among 260,000;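 active = percent inhibition above 40 after rounding to a whole number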;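 also: rat C6 glioma host cells with rolipram phosphodiesterase inhibitor present; the protocol text gives 20 µM as final concentration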
Active calls of the source: *.

SMILES	EP2 modulator	PGE2 EP2 inh
O=C(NCCN1CCNCC1)c1c(O)c2cccc3c2n(c1=O)CCC3	-104	9
CCCc1cc(CNC(=O)c2nnn(-c3ccccc3)c2C)on1	-20	7
NC(=O)CN1CCC(c2ccncc2)CC1	3	9
Nc1cc(-c2ccco2)nn(CC(=O)NC(c2ccccc2)c2ccccc2)c1=O	4	9
CC(C)c1ccc(OCC(=O)Nc2ccc(Cl)cn2)cc1	14	15
CC(=O)Nc1ccc2nc(-c3ccccc3)oc2c1	-59	10
COCCCNC(=O)c1cc2c(=O)n3cc(C)ccc3nc2n(CCOC)c1=N	-12	7
COc1ccccc1CNC(=O)C1CCCN(c2ncccn2)C1 (stereo unspecified)	-24	7
Cc1cc(C)cc(-n2c(SCC(=O)N3CCCC3)nnc2-c2ccccn2)c1	-40	4
CCOc1cc(C2Nc3cc(C)c(C)cc3NC3=C2C(=O)CC(C)(C)C3)ccc1O (stereo unspecified)	1	10
Cc1cccc2cc(CN(C(=O)c3ccco3)C3CCCCC3)c(=O)[nH]c12	-30	5
COc1ccccc1C(=O)N(Cc1cccs1)Cc1cc2cc(C)cc(C)c2[nH]c1=O	14	8
COc1ccccc1NC(=O)N(Cc1cc2cc(C)cc(C)c2[nH]c1=O)C1CCCC1	7	9
CC(=O)N(Cc1ccc2c(c1)OCO2)Cc1cc2ccc(C)c(C)c2[nH]c1=O	-41	12
Cc1ccc(NC(=O)CSc2nnc(C3CCCCC3)n2C)c(C)c1	6	8
COc1ccc(OCC(=O)NNC(=O)c2ccncc2)cc1	7	5
Cc1nn(C)cc1S(=O)(=O)NC1CCN(Cc2ccccc2)C1 (stereo unspecified)	-20	4
CCOc1ccc(CN2CCN(S(=O)(=O)c3ccc4ccccc4c3)CC2)cc1OC	-38	11
O=C(Nc1ccc(N2CCCC2)cc1)c1cc(Cl)ccc1Cl	-22	7
CCOC(=O)c1c(CNC)n(C)c2cc(Br)c(O)cc12	-63	14
CC(C)c1cccc(C(C)C)c1NC(=O)C1COc2ccccc2O1 (stereo unspecified)	20	4
CC(C)c1nc2ccccc2c2nnc(SCC(=O)NC3CCCCC3)n12	0	2
CC(=O)Nc1ccc(NS(=O)(=O)c2ccc3c(c2)oc(=O)n3C)cc1	-15	9
COCCNC(=S)N(Cc1ccco1)Cc1cc2cc(C)c(C)cc2[nH]c1=O	-20	20
Cc1cc(C)c2cc(CN(Cc3ccc(F)cc3)Cc3nnnn3CC3CCCO3)c(=O)[nH]c2c1 (stereo unspecified)	-12	10

Going on with the list:
SMILES	EP2 modulator	PGE2 EP2 inh
CCn1c(CNC(=O)c2ccc(C)cc2)n[nH]c1=S	-5	4
COc1ccccc1CN1CCN(Cc2ccnc(N3CCCC3)n2)CC1	-41	2
CCCn1c(=O)c(C(=O)NNC(C)=O)c(O)c2ccccc21	3	10
Cn1c(=O)[nH]c(=O)c2c1nc(N)n2CCCc1ccccc1	36	11
Cc1ccc2[nH]c(=O)c(CN(CC3CCCO3)C(c3nnnn3CC3CCCO3)C(C)C)cc2c1 (stereo unspecified)	-4	8
COc1nccnc1NS(=O)(=O)c1ccc(NC(=S)NC(=O)/C=C/c2ccc(C)cc2)cc1	-104	72*
CC(C)c1nc2ccccc2c2nn(CC(=O)NC3CCCCC3)c(=O)n12	-14	4
COc1cc(OC)cc(C(=O)N2CCN(Cc3ccc(OC)c(Br)c3)CC2)c1	2	4
COc1ccc(NC(=O)CSc2nc(-c3cccs3)cc(C(F)(F)F)c2C#N)cc1OC	-15	11
Cc1cccc(C(=O)NNC(=O)CSc2ncnc3sc(C)c(C)c23)c1	-79	11
CCc1ccc(NC(=O)CN2CCC(c3nc4ccc(Cl)cc4[nH]3)CC2)cc1	-34	4
COC(=O)CSc1nnc2c3c4c(sc3nc(C)n12)CC(C)CC4 (stereo unspecified)	-9	15
CN(C)C(=O)Cn1nc2c3ccccc3nc(C(C)(C)C)n2c1=O	-31	3
O=C1NC2(CCN(C(=O)CCn3cnc4ccccc43)CC2)Nc2ccccc21	-31	4
Cc1cccc(C)c1NC(=O)CSc1nnc(-c2cccs2)n1C	4	12
CCCC(C)NC(=O)CN1C(=O)c2cccc3cccc1c23 (stereo unspecified)	-49	12
COc1cccc(-n2nnnc2SCC(=O)Nc2nnc(C)s2)c1	-21	12
Cn1c(C(=O)Nc2cccc(Cl)c2)cc2sccc21	-90	17
Cc1cc(=O)oc2cc(O)c(CN(C)CC(=O)O)cc12	-4	9
CCSc1cc(C)nc(NC(=O)CC)n1	-1	15
CC(C)(C)OC(=O)CSc1nc2c(cc1C#N)CCCCC2	3	10
C=C(C)Cn1c(SCC(=O)O)nnc1-c1cc(OC)c(OC)c(OC)c1	-4	14
Cc1ncccc1-c1cc2cccnc2n1CCC(=O)N1CCS(=O)(=O)CC1	-2	8
COC(=O)c1c(NC(=O)c2cccc(C)c2)sc(C(=O)NC2CCCCC2)c1C	-7	3
Cc1ccc(OCCn2cc(C=C3C(=O)NC(=S)NC3=O)c3ccccc32)cc1	-36	19

Full records as entered above. Order of values: EP2 modulator, PGE2 EP2 inh
Cc1cc(=O)oc2cc(O)c(CN(C)CC(=O)O)cc12 is listed as -4, 9
CN(C)C(=O)Cn1nc2c3ccccc3nc(C(C)(C)C)n2c1=O is listed as -31, 3
COc1nccnc1NS(=O)(=O)c1ccc(NC(=S)NC(=O)/C=C/c2ccc(C)cc2)cc1 is listed as -104, 72*
CCCn1c(=O)c(C(=O)NNC(C)=O)c(O)c2ccccc21 is listed as 3, 10
Cc1cccc(C(=O)NNC(=O)CSc2ncnc3sc(C)c(C)c23)c1 is listed as -79, 11

Continued.
SMILES	EP2 modulator	PGE2 EP2 inh
COc1cc2[nH]c(=O)c(C(=O)NCCN3CCCC3)c(O)c2cc1OC	-16	5
CCC(C)(C)NC(=O)CN(Cc1ccco1)C(=O)CNS(=O)(=O)c1ccccc1	4	7
COCCNC(=O)Cn1nc2c3c(C)c(C)sc3nc(C)n2c1=O	1	6
CN(N=O)c1ccc(/C=C/c2ccnc3ccccc23)cc1	8	10
COc1ccc(S(=O)(=O)N2CC=C[C@@H]2C(=O)NC2CCCCC2)cc1	-30	10
CC(C(=O)NC1CC2(CCCC2)Oc2ccccc21)n1ncc2ccccc2c1=O (stereo unspecified)	-24	9
COc1cccc(C(O)CN2CCC3(CC2)CC(O)c2cc(Cl)c(C)cc2O3)c1 (stereo unspecified)	-87	7
CC(=O)N[C@@H]1[C@@H](C(O)[C@H](O)CO)O[C@](O)(C(=O)O)C[C@@H]1O (stereo partly specified)	6	10
CC(NC(=O)C1CC1)c1nc2cccnc2n1C(C)C (stereo unspecified)	-3	12
CC(C)NC[C@@H](O)c1ccc(O)c2ncccc12	17	11
O=C(CSc1nc(O)c(-c2ccccc2)c(=O)[nH]1)N1CCCCCC1	-7	4
CCc1ccc2nc3sc(C(=O)Nc4ccc(OC)cc4OC)c(N)c3cc2c1	-15	19
COc1ccc(N=c2oc3c(OC)cccc3cc2C(=O)NC2CCCC2)cc1	79*	5
Cc1ccc(CN(Cc2cc3ccc(C)cc3n3nnnc23)C(=O)C2CCC2)cc1	36	4
Cc1nn(C)c(Cl)c1S(=O)(=O)NC1(c2ccc(F)cc2)CC1	3	6
Clc1ccc(CNc2nc3ccccc3n2CCN2CCOCC2)cc1	-15	3
O=C(Nc1ncnc2sc3c(c12)CCC3)c1cccc(Cl)c1	36	8
COc1cc(OC)cc(C(=O)N(Cc2ccc(C)cc2)Cc2cc3c(C)ccc(C)c3[nH]c2=O)c1	10	9
CC(C)(C)C1=NN(CC(=O)NCCn2cccn2)C(=O)c2cc3ccccc3n2C1	-13	5
CCc1ccc(NC(=O)COC(=O)c2ccccn2)cc1	-2	5
CC(C)C(=O)N1CCN(c2ccc(N)cc2)CC1	-10	8
COc1ccc(OCC(=O)Nc2ccc(N3CCN(C(=O)C(C)C)CC3)c(Cl)c2)cc1	-38	3
CCn1c(SCC(=O)Nc2ccc(NC(=O)c3ccccc3Cl)cc2)nnc1-c1cccnc1	6	15
Cc1ccc(-c2nnc(CSc3nnc4c5c6c(sc5nc(C5CC5)n34)CCCC6)o2)cc1	-61	9
CCCC(c1nnnn1C(C)(C)C)N(CCN1CCOCC1)Cc1cc2cc(C)ccc2[nH]c1=O (stereo unspecified)	6	19

Following part
SMILES	EP2 modulator	PGE2 EP2 inh
COc1ccc(C(=O)NCCc2nc(-c3ccncc3)n[nH]2)cc1	-33	3
O=C(c1ccc(OC2CSC2)cc1)N1CCn2c(nnc2C2CC2)C1	-62	10
Cc1[nH]nc2c1C(c1ccc(N3CCOCC3)cc1)C(C#N)=C(N)O2 (stereo unspecified)	-76	15
Nc1cc(C(Cl)=C(Cl)Cl)c(S(N)(=O)=O)cc1S(N)(=O)=O	10	18
COC(=O)c1c(NC(=O)c2ccc(OC)c(OC)c2)sc(C(=O)Nc2cc(C)ccc2C)c1C	-29	7
CC1(C)CC(=O)C2=C(C1)Nc1ncnn1C2c1cccc(O)c1 (stereo unspecified)	0	7
COc1ccc(C2C(C(C)=O)=C(O)C(=O)N2CCc2ccc(OC)c(OC)c2)cc1 (stereo unspecified)	4	9
CS(=O)(=O)N1CCC(C(=O)N2CCC(n3nnc(-c4ccc(F)cc4)n3)CC2)CC1	-2	7
O=C(CSc1nnc(-c2ccncc2)n1Cc1ccco1)Nc1cc(C(F)(F)F)ccc1Cl	-25	10
Cc1ccc(NC(=S)N(Cc2cccnc2)Cc2cc3cc(C)cc(C)c3[nH]c2=O)cc1	-30	16
CC1(C)C(C(=O)O)N2C(=O)C(NC(=O)C(N)c3ccccc3)C2S1=O (stereo unspecified)	5	7
COc1ccc(NC(=O)CSc2nnc(-c3ccco3)n2C)c(OC)c1	5	6
Cc1ccc(CN(Cc2cc3cccc(C)c3[nH]c2=O)Cc2nnnn2CC2CCCO2)cc1 (stereo unspecified)	22	11
Cc1cc2c(=O)n(CC(=O)NC(C)(C)CN3CCCC(C)C3)cnc2s1 (stereo unspecified)	-9	9
CC(=O)NC1(c2ccccc2)CCN(C(C)=O)CC1	-11	21
CCOc1ccccc1-n1nnnc1SCC(=O)N1CCCCC1	-78	3
COc1ccc(NC(=O)Cn2nc(C(F)(F)F)c3c2CCC3)c(OC)c1	21	6
C=CCOc1ccccc1NC(=O)c1nc(-c2ccc(F)cc2)oc1C	4	7
COc1ccccc1CN(Cc1cc2cc(C)c(C)cc2[nH]c1=O)Cc1nnnn1C1CCCC1	46	10
Cc1cc(C)cc(NC(=O)CSc2nnc(-c3cccnc3)n2C)c1	6	13
Cc1cccc2cc(CN(Cc3ccco3)Cc3nnnn3CCc3ccccc3)c(=O)[nH]c12	53	9
CC(C)c1nc2ccccc2c(=O)[nH]1	-9	5
CCn1c(COc2ccc(Cl)c(C)c2)nnc1SCC(=O)Nc1sc(C)c(C)c1C#N	0	24
Cc1[nH][nH]c(=O)c1C(c1c(C)[nH][nH]c1=O)c1cn(Cc2ccccc2)c2ccccc12	18	2
O=C(C(c1ccccc1)C1CCCC1)N1CCC(c2ccncc2)CC1 (stereo unspecified)	18	3

Among those listed so far, 2 contain bromine:
SMILES	EP2 modulator	PGE2 EP2 inh
CCOC(=O)c1c(CNC)n(C)c2cc(Br)c(O)cc12	-63	14
COc1cc(OC)cc(C(=O)N2CCN(Cc3ccc(OC)c(Br)c3)CC2)c1	2	4

Four entries out of the list above, ordered by the value under EP2 modulator, smallest number first:
Compound	EP2 modulator
Cc1nn(C)cc1S(=O)(=O)NC1CCN(Cc2ccccc2)C1 (stereo unspecified)	-20
CCn1c(COc2ccc(Cl)c(C)c2)nnc1SCC(=O)Nc1sc(C)c(C)c1C#N	0
COc1ccc(OCC(=O)NNC(=O)c2ccncc2)cc1	7
Cc1[nH][nH]c(=O)c1C(c1c(C)[nH][nH]c1=O)c1cn(Cc2ccccc2)c2ccccc12	18

(cont.)
SMILES	EP2 modulator	PGE2 EP2 inh
CCc1c(-c2ccccc2)nc(N)c(C#N)c1-c1ccc(OC)c(OC)c1	23	9
Cc1cc(F)ccc1S(=O)(=O)Nc1ccc2oc3c(c2c1)C(=O)CCC3	-27	18
Cc1sc2nc(C(C)C)n3c(SCC(=O)NC4CCCC4)nnc3c2c1C	-16	4
CCCC(c1nnnn1Cc1ccco1)N(Cc1ccc(C)cc1)Cc1cc2cc(C)ccc2[nH]c1=O (stereo unspecified)	19	3
COc1ccccc1N1CCN(CC(O)c2ccc3c(c2)CC(C)O3)CC1 (stereo unspecified)	-53	0
CC1=C(C(=O)Nc2ccccc2)C(c2ccc3c(c2)OCO3)NC(=O)N1 (stereo unspecified)	9	11
CCc1ccc2[nH]c(=O)c(CN(C(=S)NCc3ccccc3)C3CCCCC3)cc2c1	46	10
Cc1ccc2nc(NC(=O)c3c(O)c4cccc5c4n(c3=O)CC5)sc2c1	-12	11
Cc1ccc(C(=O)Nc2ccc(N3CCN(C(=O)C(C)C)CC3)cc2)cc1	-1	11
COc1ccc(OC)c(NC(=O)CSc2nnc(-c3cccnc3)n2-c2cccc(Cl)c2)c1	-18	9
Cc1cc(OCC(=O)Nc2nnc(C(C)C)s2)ccc1Cl	3	13
O=C(NC1CC2CCCC(C1)N2Cc1ccccc1)C12CC3CC(CC(C3)C1)C2 (stereo unspecified)	-17	6
CC1(C)CC(N(Cc2ccncc2)Cc2ccc(N3CCOCC3)cc2)CC(C)(C)N1	3	6
CCCOc1ccc(N2CC(C(=O)Nc3ccccc3C)CC2=O)cc1 (stereo unspecified)	-11	11
Cc1cc2ncn(CC(=O)O)c2cc1C	8	10
CN(C)c1nc(SCC(=O)NN)nc(N(C)C)n1	-28	20
CC1=C/C(=N\O)[C@H]([C@@H]2C=C(C)CC(C)(C)[C@H]2O)C(C)(C)C1	30	12
CS(=O)(=O)N(CC(=O)N1CCc2ccccc2C1)c1ccc(F)cc1	-4	15
COc1cccc2cc(C(=O)N3CCC(C(N)=O)CC3)c(=O)oc12	-15	9

An excerpt, so the mix of outcomes need not match the whole.
